OX1R antag-1: OX1R (HCRTR1) antagonists, primary screen, fluorescence, CHO/OX1R cells, Fluo-8 calcium, orexin A; inhibition, % at 5 µM; Orexin/Hypocretin receptor type 1 (Homo sapiens), O43613; Fluo-8 calcium fluorescence; AID 434989, 2010; hit rate 0.43% among 330,000;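 active = inhibition above its plate's threshold, mean inhibition of all tested compounds on the plate plus 3 SD, cut at about 37% in these data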;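 also: 0% = orexin A challenge wells and 100% = SB-334867-A antagonist wells; not every result past the cut was called active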
Target sequence (O43613 whole entry, looked up): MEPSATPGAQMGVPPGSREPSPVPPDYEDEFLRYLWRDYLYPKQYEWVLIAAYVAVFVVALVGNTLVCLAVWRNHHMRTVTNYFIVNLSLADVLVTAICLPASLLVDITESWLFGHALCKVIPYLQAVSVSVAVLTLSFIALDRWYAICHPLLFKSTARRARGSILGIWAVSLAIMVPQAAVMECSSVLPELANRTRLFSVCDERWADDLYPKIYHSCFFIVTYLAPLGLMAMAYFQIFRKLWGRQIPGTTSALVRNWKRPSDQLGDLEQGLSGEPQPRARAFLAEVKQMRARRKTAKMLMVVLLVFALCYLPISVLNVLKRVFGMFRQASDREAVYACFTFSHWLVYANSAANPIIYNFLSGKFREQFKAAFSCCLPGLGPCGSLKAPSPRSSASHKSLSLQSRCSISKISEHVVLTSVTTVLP
OX1R antag-2: antagonists of human orexin 1 receptor (OX1R); Orexin/Hypocretin receptor type 1 (Homo sapiens), O43613; OX1R-expressing cells, FRET antagonist read-out; inhibition, % at 6.6 µM; hit rate 1.8% among 330,000; AID 485270, 2010; in the data active = inhibition mostly above about 38%, no sharp cut-off; inactive = mostly below about 40%;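 also: 0% = agonist challenge alone and 100% = reference antagonist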
CHT PAM: CHT positive allosteric modulators, primary screen, cell-based, membrane potential dye, choline EC20 | High affinity choline transporter 1 (Homo sapiens), Q9GZV3 | CHT-expressing cells; stronger effect = higher value; LV-AA mutant CHT in HEK293 cells | B-score at 10 µM | hit rate 0.49% among 310,000;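 active = initial fluorescence not abnormally high and integrated response B-score, plate-corrected, over 3 SD above library mean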
Target sequence (Q9GZV3 whole entry, looked up): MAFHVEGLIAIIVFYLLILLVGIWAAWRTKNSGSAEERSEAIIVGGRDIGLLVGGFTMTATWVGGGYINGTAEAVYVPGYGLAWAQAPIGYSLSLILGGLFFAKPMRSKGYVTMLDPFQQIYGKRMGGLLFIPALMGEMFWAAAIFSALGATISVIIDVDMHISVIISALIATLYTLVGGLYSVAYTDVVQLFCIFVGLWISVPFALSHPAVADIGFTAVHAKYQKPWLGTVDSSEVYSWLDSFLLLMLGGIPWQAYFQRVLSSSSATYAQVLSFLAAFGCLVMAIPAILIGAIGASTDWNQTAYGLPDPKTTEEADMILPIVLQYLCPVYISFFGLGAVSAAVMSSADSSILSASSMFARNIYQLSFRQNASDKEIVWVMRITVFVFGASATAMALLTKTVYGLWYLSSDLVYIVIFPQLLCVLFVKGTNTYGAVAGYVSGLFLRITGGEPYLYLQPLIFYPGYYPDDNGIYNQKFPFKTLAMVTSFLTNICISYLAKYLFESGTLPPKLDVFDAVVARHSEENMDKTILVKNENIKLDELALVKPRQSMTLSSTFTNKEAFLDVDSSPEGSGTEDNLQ
Starred values were filed as active, the others as inactive.

COc1cc(C(=O)NNC(=O)Cc2ccc(S(=O)(=O)N3CCOCC3)s2)cc(OC)c1OC was read as OX1R antag-1 5, OX1R antag-2 5 and CHT PAM inactive.
For O=C(Cn1nnc2ccccc21)C1CC1 the results were OX1R antag-1 -8, OX1R antag-2 9 and CHT PAM inactive.
`COc1cc(NC(=O)c2cccnc2SC)cc(OC)c1OC` gave OX1R antag-1 -10, OX1R antag-2 13 and CHT PAM inactive.
Screening O=C(CN1CCC(O)(c2ccc3c(c2)OCO3)CC1)NC1CCCCC1 returned OX1R antag-1 1, OX1R antag-2 4 and CHT PAM inactive.
For COCCCNC(=S)N/N=C/c1cccc(OC)c1O the results were OX1R antag-1 -4, OX1R antag-2 10 and CHT PAM inactive.
`COC(=O)c1ccccc1NS(=O)(=O)c1ccc(Cl)nc1` gave OX1R antag-1 -16, OX1R antag-2 23 and CHT PAM inactive.
`Cc1ccc(-n2c(SCC(=O)N3CCCCC3)nc(O)cc2=O)cc1` gave OX1R antag-1 -21, OX1R antag-2 4 and CHT PAM inactive.
`CCOC(=O)c1c(Cc2ccc(Cl)cc2)c[nH]c1C` gave OX1R antag-1 -28, OX1R antag-2 6 and CHT PAM inactive.
COc1ccccc1N1CCN(C2=Nc3cccc4cccc2c34)CC1 was read as OX1R antag-1 -40, OX1R antag-2 31 and CHT PAM inactive.
Screening N#Cc1c(-c2ccccc2)cc(-c2ccccc2)nc1SCC(=O)NCC(=O)O returned OX1R antag-1 -24, OX1R antag-2 14 and CHT PAM inactive.
`CC(NC(=O)CCC(=O)Nc1ccccc1O)c1ccccc1` (centres undefined) gave OX1R antag-1 -21, OX1R antag-2 12 and CHT PAM inactive.
For CCOC(=O)[C@@H]1[C@H]2COc3ccc(Br)cc3[C@H]2N2C(=O)N(c3ccc(C)cc3)C(=O)[C@]12C the results were OX1R antag-1 -39, OX1R antag-2 18 and CHT PAM inactive.
Screening COc1ccc2ccccc2c1/C=N/NC(=O)c1cccc([N+](=O)[O-])c1 returned OX1R antag-1 -26, OX1R antag-2 20 and CHT PAM inactive.
Screening O=C(O)c1cnn2c(C(F)(F)F)cc(-c3ccco3)nc12 returned OX1R antag-1 -4, OX1R antag-2 49* and CHT PAM inactive.
`CCCN(CCC)CC(O)COc1ccc([N+](=O)[O-])cc1` (centres undefined) gave OX1R antag-1 -16, OX1R antag-2 36 and CHT PAM inactive.
`CN(C1CCCCC1)S(=O)(=O)c1ccc2c(c1)c(=O)c(C(=O)NCCCN1CCCC1)cn2C` gave OX1R antag-1 -15, OX1R antag-2 11 and CHT PAM inactive.
`C/C=C(\C)C(=O)Nc1cccc(C2=NOC3(C2)C[C@H](C(N)=O)N(C(=O)c2cc([N+](=O)[O-])cc([N+](=O)[O-])c2)C3)c1` (some centres undefined) gave OX1R antag-1 9, OX1R antag-2 40 and CHT PAM inactive.
For COc1cc(C2Nc3cccc4cccc(c34)N2)cc(OC)c1OC(C)=O the results were OX1R antag-1 -19, OX1R antag-2 10 and CHT PAM inactive.
For Cc1cccn2c(=O)c3cc(C(=O)NCCN4CCOCC4)c(=N)n(CCCN4CCOCC4)c3nc12 the results were OX1R antag-1 -10, OX1R antag-2 52* and CHT PAM inactive.
Screening N#CCOc1nc(N2CCCCC2)nc(N2CCCCC2)n1 returned OX1R antag-1 -35, OX1R antag-2 19 and CHT PAM inactive.
Screening COc1ccc(OC)c(-n2c(SCC(=O)Nc3cccc(S(N)(=O)=O)c3)nc3ccccc3c2=O)c1 returned OX1R antag-1 -13, OX1R antag-2 12 and CHT PAM inactive.
COc1ccc(CC(=O)Nc2ccc(-c3ccc4nnc(C)n4n3)cc2)cc1OC was read as OX1R antag-1 -13, OX1R antag-2 18 and CHT PAM inactive.
Screening O=C(O)/C(=C\c1ccccc1OC(F)F)Sc1nnc(-c2ccc(F)cc2)o1 returned OX1R antag-1 -4, OX1R antag-2 17 and CHT PAM inactive.
`CC(=O)Nc1ccc(S(=O)(=O)N(C)CC(=O)OCC(=O)NC(C)C23CC4CC(CC(C4)C2)C3)cc1` (centres undefined) gave OX1R antag-1 -36, OX1R antag-2 8 and CHT PAM inactive.
CNC(=O)c1ccc(-n2cccn2)nc1 was read as OX1R antag-1 -19, OX1R antag-2 12 and CHT PAM inactive.
`CCN(CC)S(=O)(=O)c1ccc(N2CCOCC2)c(NC(=O)COc2ccc(OC)cc2)c1` gave OX1R antag-1 -21 and OX1R antag-2 8.
Screening CCOC(=O)/C=C(C)\C=C\c1c[nH]c2ccccc12 returned OX1R antag-1 -19, OX1R antag-2 3 and CHT PAM inactive.
`O=C(CN1c2cccc3cccc(c23)S1(=O)=O)Nc1ccc(S(=O)(=O)N2CCOCC2)cc1` gave OX1R antag-1 0, OX1R antag-2 6 and CHT PAM inactive.
`COc1cc(OC)c(-c2nc3c[n+](CC(=O)c4ccccc4)ccc3n2C)cc1OC` gave OX1R antag-1 -11, OX1R antag-2 7 and CHT PAM inactive.
C=CC[C@@H](CC(=O)NCCO)C(=O)N[C@@H](C)COC(=O)[C@H](CC=C)CC(=O)OC(C)(C)C was read as OX1R antag-1 -19 and OX1R antag-2 0.
Screening O=C1C=C(/C=C/C2C=CC=CC2)C[C@@H](c2ccc(Cl)cc2)C1 (some centres undefined) returned OX1R antag-1 -28 and OX1R antag-2 -4.
Screening COc1ccc(Cc2nnc(SCC(=O)N(c3ccccc3)C(C)C)n(N)c2=O)cc1 returned OX1R antag-1 -25, OX1R antag-2 18 and CHT PAM inactive.
Screening CCOC(CNC(=O)c1ccc2c(c1)nc(C)n2-c1cccc(F)c1)OCC returned OX1R antag-1 -14, OX1R antag-2 1 and CHT PAM inactive.
For Cc1nc2oc3ccccc3c(=O)c2c(=O)n1Cc1ccccc1 the results were OX1R antag-1 -14, OX1R antag-2 4 and CHT PAM inactive.
Screening C#CCOCCOCCOCCNc1nc(N2CCN(C(=O)[C@H]([C@@H](C)CC)n3cc([C@@H](N)Cc4ccc(O)cc4)nn3)CC2)nc(N2CCN(C(=O)[C@H]([C@@H](C)CC)n3cc([C@@H](N)Cc4ccc(O)cc4)nn3)CC2)n1 returned OX1R antag-1 2, OX1R antag-2 18 and CHT PAM inactive.
Cc1nc2ccc(NS(=O)(=O)c3ccc(F)c(C)c3)cc2[nH]1 was read as OX1R antag-1 6, OX1R antag-2 7 and CHT PAM inactive.
Screening Nc1c(Cl)cc(-c2csc(N3CCCC3c3nc4cc(Cl)c(Cl)cc4n3CCCO)n2)cc1Cl (centres undefined) returned OX1R antag-1 -21, OX1R antag-2 20 and CHT PAM inactive.
For Cc1ccc2cc3c(N)c(C(=O)N4CC(=O)Nc5ccccc54)sc3nc2c1 the results were OX1R antag-1 -9, OX1R antag-2 8 and CHT PAM inactive.
For O=c1c(Cl)c(N2CCN(c3ccccc3)CC2)cnn1C12CC3CC(CC(C3)C1)C2 the results were OX1R antag-1 -22, OX1R antag-2 18 and CHT PAM inactive.
Screening COc1cccc(CNc2ccc(S(N)(=O)=O)cc2)c1OCc1ccccc1F returned OX1R antag-1 -3, OX1R antag-2 21 and CHT PAM inactive.
`Cc1cccc(C(=O)NC2CCN(S(=O)(=O)c3ccccc3)CC2)c1` gave OX1R antag-1 -9, OX1R antag-2 24 and CHT PAM inactive.
For CCOC(=O)CCCNC(=O)c1cncc(O)c1 the results were OX1R antag-1 7, OX1R antag-2 6 and CHT PAM inactive.
`NC(=O)c1ccc(NC(=O)CNC(c2ccccc2)c2ccccc2)cc1` gave OX1R antag-1 -6, OX1R antag-2 -6 and CHT PAM inactive.
For CC(C)(C)c1nc(N2CCN(C(=O)c3ccco3)CC2)c2nnn(Cc3ccccc3)c2n1 the results were OX1R antag-1 -23, OX1R antag-2 9 and CHT PAM inactive.
C/C(=N/NC(=O)c1cc(C(C)C)[nH]n1)c1cccs1 was read as OX1R antag-1 -7, OX1R antag-2 15 and CHT PAM inactive.
CSc1nc2ccccc2n1CC(=O)Nc1ccc(C)c(C)c1 was read as OX1R antag-1 0, OX1R antag-2 15 and CHT PAM inactive.
Screening COc1ccc(NC(=O)COC(=O)C2CC3C=CC2C3)cc1 (centres undefined) returned OX1R antag-1 6, OX1R antag-2 11 and CHT PAM inactive.
Screening O=C(N/N=C/C(Br)=C/c1ccccc1)C1CC1 returned OX1R antag-1 -13, OX1R antag-2 10 and CHT PAM inactive.
`CC(C)CCNC(=O)COC(=O)c1ccc(Br)o1` gave OX1R antag-1 -18, OX1R antag-2 33 and CHT PAM inactive.
Screening Cc1cc(NC(=O)Cn2c(=O)c3c(ncn3CCC(C)C)n(Cc3ccccc3)c2=O)no1 returned OX1R antag-1 -26, OX1R antag-2 10 and CHT PAM inactive.
`c1cc(C2CCCCC2)ccc1Oc1nc(N2CCOCC2)nc(N2CCOCC2)n1` gave OX1R antag-1 -14, OX1R antag-2 13 and CHT PAM inactive.
For Cc1nc(SCC(=O)NCc2ccc3c(c2)OCO3)c(C#N)c2c1CCCC2 the results were OX1R antag-1 -31, OX1R antag-2 30 and CHT PAM inactive.
OC(c1cccs1)c1nccc2ccccc12 (centres undefined) was read as OX1R antag-1 -10, OX1R antag-2 4 and CHT PAM inactive.
For O=[N+]([O-])c1ccc(F)cc1OCc1cccc(S(=O)(=O)N2CCOCC2)c1 the results were OX1R antag-1 -23, OX1R antag-2 20 and CHT PAM inactive.
Screening O=C(NNC(=S)Nc1ccc(Br)cc1)c1cccnc1 returned OX1R antag-1 -33, OX1R antag-2 2 and CHT PAM inactive.
For COCc1[nH]nc2c1C(c1sccc1C)C(C#N)=C(N)O2 (centres undefined) the results were OX1R antag-1 11, OX1R antag-2 24 and CHT PAM inactive.
Cc1ccc2nc(SCC(=O)c3c[nH]c4ccccc34)[nH]c2c1 was read as OX1R antag-1 -9, OX1R antag-2 24 and CHT PAM inactive.
Screening O=C1NC(=O)/C(=C/c2cc3c(cc2Br)OCO3)S1 returned OX1R antag-1 4, OX1R antag-2 31 and CHT PAM inactive.
`O=C(CSc1nc2ccccc2c(=O)n1-c1ccc(F)c(Cl)c1)Nc1cccc(S(=O)(=O)N2CCOCC2)c1` gave OX1R antag-1 -12, OX1R antag-2 6 and CHT PAM inactive.
Cn1ncc(C#N)c1/N=C/N1CCCC1 was read as OX1R antag-1 9, OX1R antag-2 -4 and CHT PAM inactive.

Molecules from the list above that have a thiophene ring, fused or not (5):
COc1cc(C(=O)NNC(=O)Cc2ccc(S(=O)(=O)N3CCOCC3)s2)cc(OC)c1OC was read as OX1R antag-1 5, OX1R antag-2 5 and CHT PAM inactive.
For Cc1ccc2cc3c(N)c(C(=O)N4CC(=O)Nc5ccccc54)sc3nc2c1 the results were OX1R antag-1 -9, OX1R antag-2 8 and CHT PAM inactive.
C/C(=N/NC(=O)c1cc(C(C)C)[nH]n1)c1cccs1 was read as OX1R antag-1 -7, OX1R antag-2 15 and CHT PAM inactive.
OC(c1cccs1)c1nccc2ccccc12 (centres undefined) was read as OX1R antag-1 -10, OX1R antag-2 4 and CHT PAM inactive.
For COCc1[nH]nc2c1C(c1sccc1C)C(C#N)=C(N)O2 (centres undefined) the results were OX1R antag-1 11, OX1R antag-2 24 and CHT PAM inactive.

At a glance, some entries already given.
`Cc1cccc(C(=O)NC2CCN(S(=O)(=O)c3ccccc3)CC2)c1` gave OX1R antag-1 -9, OX1R antag-2 24 and CHT PAM inactive.
For CCOC(=O)CCCNC(=O)c1cncc(O)c1 the results were OX1R antag-1 7, OX1R antag-2 6 and CHT PAM inactive.
`NC(=O)c1ccc(NC(=O)CNC(c2ccccc2)c2ccccc2)cc1` gave OX1R antag-1 -6, OX1R antag-2 -6 and CHT PAM inactive.

New compounds follow.
For Cc1ccc(S(=O)(=O)N2CC=C(C(=O)NCc3ccccc3)CC2)cc1 the results were OX1R antag-1 -37, OX1R antag-2 17 and CHT PAM inactive.
For Cc1cc(C)cc(C(=O)OCC(=O)Nc2ncccn2)c1 the results were OX1R antag-1 -15 and OX1R antag-2 0.
Screening Cn1cnnc1Sc1ccc(C(=O)OCC(=O)Nc2ccccc2)cc1[N+](=O)[O-] returned OX1R antag-1 -14, OX1R antag-2 44 and CHT PAM inactive.
For CSc1nc(O)c(N=Nc2ccc(F)cc2F)c(=O)[nH]1 the results were OX1R antag-1 -12, OX1R antag-2 45* and CHT PAM inactive.
COc1ccccc1CN(CC(=O)NCC1CCCO1)C(=O)CNS(=O)(=O)c1ccc(C)cc1 (centres undefined) was read as OX1R antag-1 -10, OX1R antag-2 16 and CHT PAM inactive.
For Cc1ccccc1N/N=C/c1ccc(N2CCOCC2)cc1 the results were OX1R antag-1 -2, OX1R antag-2 11 and CHT PAM inactive.
For CCOC(=O)C1CCN(S(=O)(=O)c2ccc3c(c2)CC(C)N3C(=O)C2CCC2)CC1 (centres undefined) the results were OX1R antag-1 -23, OX1R antag-2 26 and CHT PAM inactive.
Screening COc1ccc(C(C(=O)NC(C)C)N(C(=O)CCC(=O)Nc2nccs2)c2ccccc2F)cc1 (centres undefined) returned OX1R antag-1 -28, OX1R antag-2 39 and CHT PAM inactive.
For CN1CCN(C2CCCCC2NS(=O)(=O)c2ccccc2)CC1 (centres undefined) the results were OX1R antag-1 -20, OX1R antag-2 14 and CHT PAM inactive.
